# RMI FANCM FP: disruptors of RMI1/RMI2 association with MM2 peptide – biochemical, fluorescence polarization, human, primary screen. RMI core complex with F-MM2 peptide; active compounds read low. FP signal (polarization) at 33 µM. 70,000 tested, 0.58% active. AID 1159607, 2016; in the data active = FP signal below about 40; note: inactives centre near 61; strong numbers were not always called active; unit not given here
# The depositor's hits bear a star; & = joins results of further samples. An excerpt; rates above refer to the full screens.
# Preview:
mol	RMI FANCM FP
Cc1cc(NC(=O)C(=O)NCC2CCN(Cc3ccco3)CC2)c2ccccc2n1	74
COc1cc(-c2nc(CSc3nc(-c4ccncc4)cc(=O)[nH]3)c(C)o2)cc(OC)c1OC	62
COCCNC(=O)C(=O)NCc1ccsc1	68
CNC(=O)c1c(NC(=O)c2cccc3ccccc23)sc(C)c1C	68
Cc1noc(C)c1S(=O)(=O)Cl	71

# This part in full, repeating the preview:
mol	RMI FANCM FP
Cc1cc(NC(=O)C(=O)NCC2CCN(Cc3ccco3)CC2)c2ccccc2n1	74
COc1cc(-c2nc(CSc3nc(-c4ccncc4)cc(=O)[nH]3)c(C)o2)cc(OC)c1OC	62
COCCNC(=O)C(=O)NCc1ccsc1	68
CNC(=O)c1c(NC(=O)c2cccc3ccccc23)sc(C)c1C	68
Cc1noc(C)c1S(=O)(=O)Cl	71
COc1cccc(-c2csc(/C(C#N)=C\Nc3ccc(S(N)(=O)=O)cc3)n2)c1	108
Cc1ccc2sc(NC(=O)c3ccccc3)nc2c1C	76
N/C(=N/OC(=O)c1ccc(Cl)cc1)c1ccc(S(=O)(=O)N2CCOCC2)cc1	54
Cc1ccc(Nc2nc(N3CCOCC3)nc3nccnc23)cc1Cl	58
O=C(CSc1ncnc2c1oc1ccccc12)c1ccccc1	64
Brc1ccc(C2=NN=C(c3ccccc3)SC2)cc1	62
O=C(CNS(=O)(=O)c1ccc2c(c1)CCCC2)N1CCOC(c2ccccc2)C1 (configuration not stated)	74
CC(C)c1ccc(S(=O)(=O)N2CCCC(C(=O)O)C2)cc1 (configuration not stated)	62
CCOc1ccc(C)cc1S(=O)(=O)Nc1ccc2c(c1)C(=O)N(C)CCO2	62
Cc1cn(CC(=O)c2ccccc2)c2ccccc12	60
O=C(Nc1ccccc1)ON=C1CC2CCCC(C1)N2Cc1ccccc1	64
CC(C)Cc1ccc(S(=O)(=O)Cc2ccc(-c3nc(-c4ccc5c(c4)OCO5)no3)o2)cc1	140
Nc1nc(Cl)cc(Nc2ccc(C(=O)O)cc2)n1	62
Cc1cccc(OCC(=O)Nc2nc(-c3ccncc3)cs2)c1	66
COc1ccc(-c2ccc(N3CCC(C(=O)Nc4cccc(C(C)=O)c4)CC3)nn2)cc1	64
COc1ccc(-c2nc(SC(CC(=O)NCc3cccnc3)c3ccc(OC)c(OC)c3)n[nH]2)cc1 (configuration not stated)	55
O=C(Cc1csc(Nc2ccccc2)n1)N1CCN(c2ccccn2)CC1	63
CN(C)CCOC(=O)c1ccc(N2Cc3ccccc3C2=N)cc1	56
O=S(=O)(NCc1ccccn1)c1ccc(C2CCCCC2)cc1	64
Cc1ccccc1-c1noc(Cn2c(=O)n(CCc3ccccc3)c(=O)c3ccccc32)n1	99
O=C(CSc1nc2sc3c(c2c(=O)n1-c1ccccc1)CCC3)NCc1ccc2c(c1)OCO2	98
CC(=O)Nc1ccc(S(=O)(=O)NCc2ccsc2)cc1	70
COC(=O)/C(C#N)=C/c1ccc(N2CCOCC2)c([N+](=O)[O-])c1	57
C=C(C)Cn1c(NCc2ccco2)nc2c1c(=O)[nH]c(=O)n2C	58
O=C(c1cccc([N+](=O)[O-])c1)N1CCN(C(c2ccccc2)c2ccccc2)CC1	58

# Exported field by field: 4 of the compounds above.
> N/C(=N/OC(=O)c1ccc(Cl)cc1)c1ccc(S(=O)(=O)N2CCOCC2)cc1
  RMI FANCM FP: 54

> Cc1ccc(Nc2nc(N3CCOCC3)nc3nccnc23)cc1Cl
  RMI FANCM FP: 58

> O=C(CSc1ncnc2c1oc1ccccc12)c1ccccc1
  RMI FANCM FP: 64

> Brc1ccc(C2=NN=C(c3ccccc3)SC2)cc1
  RMI FANCM FP: 62

# Other entries:
mol	RMI FANCM FP
c1ccc2[nH]c(CCc3nc4ccccc4[nH]3)nc2c1	60
COc1cn(CC(=O)Nc2ccc(F)cc2F)c(CSc2ccccc2)cc1=O	55
CC(=O)c1ccc(Nc2ccnc3c(C)cccc23)cc1	62
CCOC(=O)c1nn(-c2cccc(F)c2)c(=O)c2c(NC(=O)c3c(-c4ccccc4Cl)noc3C)scc12	54
COc1ccc(C(=O)Cn2nc(-c3ccccc3)c3sc(N4CCOCC4)nc3c2=O)cc1OC	54
O=C1CC(C2CCCC=C2N2CCOCC2)C(=O)N1 (configuration not stated)	64
Cc1cc(-c2nnc(NC(=O)COc3ccc(Cl)cc3Cl)o2)n(C)n1	69
Cc1cccc(Cn2c(N3CCN(C(c4ccccc4)c4ccccc4)CC3)nc3c2c(=O)[nH]c(=O)n3C)c1	88
COc1cc(S(=O)(=O)NCCc2ccccc2)ccc1Cl	65
COc1ccc(C(=O)/C=C/c2ccccc2)cc1	60
O=C(Nc1ncnc2sccc12)c1cccc([N+](=O)[O-])c1	56
Cc1ccccc1-c1ccc(N2CCN(C(=O)NCc3ccccc3)CC2)nn1	71
CCOC(=O)C1=C(C)NC(C)=C(C(=O)OCC)C1c1ccc(-c2nc3ccccc3s2)o1	60
O=C(CCCn1nc(-c2cccs2)ccc1=O)Nc1ccccc1Cl	70
CCOc1cccc2sc(N(CCCn3ccnc3)C(=O)c3ccc(Cl)s3)nc12	55
COC(=O)c1sc(-c2ccccc2)cc1NC(=O)CN1C(=O)c2ccccc2C1=O	75
COC(=O)c1cccc(CN2C(=O)CSC2=O)c1	60
CN(C)CCN(C(=O)c1cccc(N2C(=O)CCC2=O)c1)c1nc2ccc(Br)cc2s1	76
CCOC(=O)c1c(-c2ccc(F)cc2)csc1NC(=O)CCN1CC(C)OC(C)C1 (configuration not stated)	75
O=C(Nc1ccc(Br)cc1)c1cnc2n(c1=O)CCS2	60
CC1CNc2ccccc2NC1=O (configuration not stated)	54
Cn1c(Nc2ccccc2C(F)(F)F)nc2ccccc21	58
Cc1ccc(OCC(=O)NC(C)c2ccccc2)c(C)c1 (configuration not stated)	67
O=C(NC1CCCCNC1=O)c1csc2ccccc12 (configuration not stated)	50
COc1ccccc1OCC(=O)N(Cc1ccccn1)c1nc2c(OC)ccc(C)c2s1	63
N#CC(c1ccccc1)N(CCO)CCO (configuration not stated)	61
CSc1ccc2nc(N3CCN(C(=O)COc4ccc(F)cc4)CC3)sc2c1	66
COc1ccc(N=Nc2sc3nc4c(c(=O)n(C)c(=O)n4C)n3c2O)cc1	62
Cc1ccc(-n2nnnc2CNC(=O)NC(C)(C)C)cc1C	55
CC(=O)N1CCc2cc(S(=O)(=O)NCCOc3ccc4nnc(C)n4n3)ccc21	70

# Additional structures.
mol	RMI FANCM FP
Oc1cc(O)c2c(c1)O[C@H](c1cc(O)c(O)c(O)c1)[C@H](O)C2	61
Cc1occc(=O)c1OS(=O)(=O)c1ccc(Cl)cc1	58
Cc1ccc(S(=O)(=O)OCCCCN2C(=O)CC3(CCCC3)CC2=O)cc1	48
Cc1cc(N2C(=O)C(O)=C(C(=O)c3cccs3)C2c2ccc(Br)cc2)no1 (configuration not stated)	63
O=C(Nc1ccc(N2CCOCC2)cc1)C(c1ccccc1)c1ccccc1	54
COc1ccc(OCC(=O)NC(=S)Nc2ccc(S(=O)(=O)Nc3cc(C)on3)cc2)cc1	58
COC(=O)c1ccc2c(=O)n(-c3ccc(F)cc3)c(N3CCOCC3)nc2c1	59
O=C(Cc1csc(Nc2ccccc2)n1)N1CCCC1	63
COC(=O)c1ccc2nc(NC(=O)c3cc(-c4cccs4)nc4ccccc34)sc2c1	85
N/C(=N/O)c1ccc(Oc2ccc(F)cc2F)c([N+](=O)[O-])c1	57
Cc1cc(F)ccc1S(=O)(=O)NCC(c1ccsc1)N1CCOCC1 (configuration not stated)	66
Cc1cc(C(=O)Nc2nnc(Cc3cccs3)o2)no1	69
O=C(NCCOCCNC(=O)Nc1ccc([N+](=O)[O-])cc1)Nc1ccc([N+](=O)[O-])cc1	63
N#Cc1c(NC(=O)c2ccc(S(=O)(=O)N3CCc4ccccc43)cc2)sc2c1CCC2	84
CSc1nn(-c2ccccc2)cc1/C(N)=N\OC(=O)c1cccs1	55
COc1ccc(CC(=O)N2CCN=C2SCc2ccccc2Cl)cc1OC	62
FC(F)(F)c1c2c(nc3cc(-c4cccs4)nn13)-c1ccccc1C2	47
Cc1ccc(C(=O)NC(=S)Nc2ccc(S(N)(=O)=O)cc2)cc1I	84
O=C(Cn1c(-c2ccncc2)nc2ccccc21)N1CCN(c2ccccc2)CC1	60
CCOc1cc(C(=O)Nc2nnc(-c3ccccc3SC)o2)cc(OCC)c1OCC	56
CCS(=O)(=O)N1CCc2ccc(NC(=O)c3ccc(-c4ccccc4)cc3)cc2C1	65
Cc1sc(NC(=O)/C=C/c2cccs2)c(C#N)c1C	58
O=C(Nc1nc(-c2ccc3c(c2)OCCO3)cs1)C1CCCCC1	64
COc1cccc(-c2nc(COC(=O)c3nnn(-c4ccc(C)c(F)c4)c3C)c(C)o2)c1OC	62
COc1ccc(SCC(=O)Nc2nc(-c3nc4ccccc4s3)cs2)cc1	57
O=C(Nc1ccc(-c2cnco2)cc1)c1csc([N+](=O)[O-])c1	54
COc1ccc(N2CCCS2(=O)=O)cc1NC(=O)C(=O)NCCC1=CCCCC1	62
O=C(COc1cccc2ccccc12)N1CCN(c2ccc(-c3ccncc3)nn2)CC1	114
NC(=O)Cc1csc(SCc2ccc(Br)cc2)n1	65
CS(=O)(=O)N1CCC(C(=O)NCCn2ncc3c(N4CCOCC4)ncnc32)CC1	63

# (listing goes on)
mol	RMI FANCM FP
Cc1cc(NC(=O)c2ccc(Cl)s2)n(-c2nc3c(F)cccc3s2)n1	66
O=C(CSc1nc(CC(=O)NC2CC2)cc(=O)[nH]1)Nc1cccc(Cl)c1	59
Cc1ccc(-n2ncc3c(C(C)C)nnc(SCC(=O)N4CCOCC4)c32)cc1C	62
O=S(=O)(NCCOc1ccc2nnc(-c3ccccc3)n2n1)c1ccc2c(c1)CCCC2	69
CC(NC(=O)CCn1cnc2c(cnn2-c2ccc(F)cc2)c1=O)c1ccccc1 (configuration not stated)	76
CS(=O)(=O)c1ccc(NCCCSc2nnc(-c3cccs3)o2)c([N+](=O)[O-])c1	68
CCS(=O)(=O)Nc1ccc2c(c1)N(C(=O)C1CC1)CC2	68
COc1ccc(S(=O)(=O)NCCNC(=O)c2ccc(NC(C)=O)cc2)cc1OC	62
C[N+](C)(C)CCO	59&51
CC(C)(C)c1cc(N)nc(N)n1	50
Cc1ccc(CSc2ccc3nnc(-c4ccccn4)n3n2)cc1	58
COc1ccc(-c2ccc(SCC(=O)N3CCOCC3)nn2)cc1	57
CCOc1ccc(C(=O)NCc2n[nH]c(=O)c3ccccc23)cc1OCC	55
Cc1ccc(/C=C2\CCc3ccccc3C2=O)cc1	57
O=C1OC(C(F)(F)F)N=C1c1ccccc1 (configuration not stated)	55
CCc1ccccc1NC(=O)Cc1csc(NC(=O)Nc2cccc(C)c2)n1	63
Cc1ccc(-n2c(-c3ccccc3)nc(=S)[nH]c2=S)cc1	86
N#C/C=C/c1ccc(Br)cc1C(F)(F)F	60
CCCCOC(=O)c1ccc(OC(=O)N2CCOCC2)cc1	59
CC(C)C(=O)Nc1ccc2c(c1)C(=O)NC2=O	61
Cc1cccc(OCC(=O)Nc2ccc(Cl)c(N3CCCS3(=O)=O)c2)c1	55
CC1CCN(C(=O)Cc2csc(Nc3ccc(S(C)(=O)=O)cc3)n2)CC1	68
CN1NC(c2ccc(Cl)cc2)/C(=N/OC(=O)c2ccc(Cl)cc2)SC1=S (configuration not stated)	63
CC(=O)NC1C(Oc2ccc3c(C)cc(=O)oc3c2)OC(COC(C)=O)C(OC(C)=O)C1OC(C)=O (configuration not stated)	58
O=C(CSC1CN(C(c2ccccc2)c2ccccc2)C1)NNC(=O)Nc1ccccc1	58
O=S(=O)(CCNCc1cccs1)c1ccc(Cl)cc1	58
COc1ccc(-c2nc(N3CCCCC3)c3ccccc3n2)cc1	73
Cc1cccc(CC(=O)NCC2CCN(Cc3ccco3)CC2)c1	70
C(=NCC1CCC(CN=Cc2ccco2)CC1)c1ccco1 (configuration not stated)	55
Cc1cc(C)nc(SCc2c(C(=O)NCc3ccccc3Cl)nnn2-c2ccccc2)n1	71

# Additional entries follow.
mol	RMI FANCM FP
CC(=O)c1cccc(NC(=O)CSc2ccc3ccccc3n2)c1	74
CNC(=O)n1nc(C)c(Cc2csc3ccc(Cl)cc23)c1C	53
COc1cc(C2NC(=O)NC3=C2C(=O)N(Cc2ccco2)C3)cc(OC)c1OC (configuration not stated)	54
COc1ccc(-n2ncc(C(=O)Nc3ccc4nccnc4c3)c2C)cc1	54
CCOC(=O)c1c(-c2ccc(C(C)(C)C)cc2)csc1NC(=O)CN1CCC(C)CC1	75
COc1cc([C@@H]2c3cc4c(cc3[C@H](O)[C@H]3COC(=O)[C@@H]23)OCO4)cc(OC)c1OC	54
O=C(CCCN1C(=O)/C(=C2\SC(=S)N(CCCC(=O)Nc3cccc(C(=O)O)c3)C2=O)SC1=S)Nc1cccc(C(=O)O)c1	54
O=C(NCCc1ccc(N2CCCC2)cc1)C(=O)NCc1ccc2c(c1)OCO2	108
Cc1cc(NNC(=O)c2ccc([N+](=O)[O-])o2)c2ccccc2n1	46
c1cn(CCCNc2ncnc3nc[nH]c23)cn1	61
NS(=O)(=O)c1ccc(CCNC(=O)C2CCCN(c3ccc(-c4ccc(F)cc4)nn3)C2)cc1 (configuration not stated)	61
CCOc1cccc2c1OC(c1ccccn1)N1N=C(c3cccs3)CC21 (configuration not stated)	63
COc1ccc(-n2ncc(NC(=O)NCc3cccs3)c2C)cc1	55
O=C(/C=C/c1ccc2c(c1)OCO2)c1ccc[nH]1	68
CCN(CC)CCN(C(=O)c1ccc(S(=O)(=O)N2CCc3ccccc3C2)cc1)c1nc2ccc(OC)cc2s1	79
Cc1ccc(/C(=N\Nc2nc3ccccc3s2)C2=C(O)c3ccccc3C2=O)cc1	106
